From PubChem BioAssay
EphB4 ephrin blk: EphB4-ephrin-B2 interaction antagonists, primary screen, biochemical, TNYL-RAW peptide probe, fluorescence polarization; Ephrin type-B receptor 4 (Homo sapiens), P54760; EphB4 LBD / TNYL-RAW-Alexa532 peptide; inhibition, % at 7 µM; 97,000 compounds, 0.15% hits;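 active = inhibition above the screen-wide mean inhibition plus 3 SD, cut at about 15% in these data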;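 note: 0% = DMSO wells and 100% = excess unlabeled TNYL-RAW peptide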
Target sequence (P54760 whole entry, looked up, the tested form may be a part): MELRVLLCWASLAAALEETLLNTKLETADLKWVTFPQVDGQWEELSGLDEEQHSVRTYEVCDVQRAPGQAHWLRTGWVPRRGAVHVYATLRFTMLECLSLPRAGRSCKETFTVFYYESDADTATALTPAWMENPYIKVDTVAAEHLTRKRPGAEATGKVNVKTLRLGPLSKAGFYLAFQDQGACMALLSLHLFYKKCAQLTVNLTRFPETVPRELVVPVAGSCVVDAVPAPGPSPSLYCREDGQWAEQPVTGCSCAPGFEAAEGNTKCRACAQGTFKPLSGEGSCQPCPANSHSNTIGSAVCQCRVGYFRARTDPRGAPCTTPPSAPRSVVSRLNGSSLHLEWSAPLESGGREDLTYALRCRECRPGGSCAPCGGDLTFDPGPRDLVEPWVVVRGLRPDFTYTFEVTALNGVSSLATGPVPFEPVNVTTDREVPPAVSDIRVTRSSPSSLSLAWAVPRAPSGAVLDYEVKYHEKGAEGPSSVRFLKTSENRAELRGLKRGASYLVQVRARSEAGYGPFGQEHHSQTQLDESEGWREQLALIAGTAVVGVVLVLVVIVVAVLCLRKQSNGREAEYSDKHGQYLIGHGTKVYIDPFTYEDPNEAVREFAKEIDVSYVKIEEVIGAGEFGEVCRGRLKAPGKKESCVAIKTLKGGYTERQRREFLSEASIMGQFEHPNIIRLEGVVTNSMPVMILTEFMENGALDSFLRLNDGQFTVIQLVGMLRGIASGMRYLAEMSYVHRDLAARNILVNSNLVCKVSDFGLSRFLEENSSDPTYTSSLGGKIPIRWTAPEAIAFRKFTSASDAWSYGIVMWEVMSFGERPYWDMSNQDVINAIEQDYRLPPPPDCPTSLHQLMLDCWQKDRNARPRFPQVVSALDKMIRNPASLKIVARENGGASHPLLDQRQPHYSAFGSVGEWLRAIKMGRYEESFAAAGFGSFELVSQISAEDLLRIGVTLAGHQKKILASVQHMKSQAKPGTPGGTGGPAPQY
PLK1 kinase inh: human PLK1 kinase inhibitors, primary screen, biochemical, TR-FRET; inhibition, % at 10 µM; Serine/threonine-protein kinase PLK1 (Homo sapiens), P53350; recombinant PLK1 kinase, TR-FRET peptide phosphorylation; 97,000 compounds, 0.53% hits;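 active = inhibition of 50% or more in the single-concentration screen; inactive = inhibition below 50%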;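 note: 0% = DMSO max control and 100% = H-89 dihydrochloride min control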
FAK inh: FAK kinase inhibitors, primary screen, biochemical; Focal adhesion kinase 1 (Homo sapiens), Q05397; biochemical FAK kinase activity assay; inhibition, %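 (tested at 7 µM)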; 97,000 compounds, 0.84% hits; in the data active = inhibition above about 19%;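 note: 0% = DMSO and 100% = reference compound high control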
S1P2 ag: S1P2 receptor agonists, primary screen, cell-based | S1P2-expressing cell line, agonist reporter read-out | 97,000 compounds, 0.46% hits | activation, % at 4.5 µM | Sphingosine 1-phosphate receptor 2 (Homo sapiens), O95136 | AID 729, 2007; in the data active = activation above about 16%;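 note: 0% = vehicle low control and 100% = maximal reference agonist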
Plk1 PBD FP: Plk1 polo box domain binding inhibitors, primary screen, biochemical, fluorescence polarization | Plk1 PBD phosphopeptide binding | inhibition, %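 (tested at about 20 µM)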 | 97,000 compounds, 0.13% hits; in the data active = inhibition above about 34%, passing the limit was not always enough
Rev-RRE block: HIV-1 Rev-RRE binding inhibitors, primary screen, biochemical, FRET, protein-RNA interaction; inhibition, % at 8 µM; P05866; AID 704, 2007; Rev peptide-RRE RNA binding; 97,000 compounds, 0.79% hits;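 active = inhibition above the screen-wide mean plus 3 SD, cut at about 35% in these data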;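 note: 0% = median DMSO wells and 100% = median Neomycin B control wells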
Target sequence (P05866 whole entry, looked up): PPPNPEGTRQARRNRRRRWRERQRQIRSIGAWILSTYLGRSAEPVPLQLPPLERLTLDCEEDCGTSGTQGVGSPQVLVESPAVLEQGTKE
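Test system: Cy5-tagged RRE RNA duplex with fluorescein-tagged Rev peptide | Read-out: % inhibition of FRET ratio versus controls | Probe or stimulus: Labelled Rev peptide | Incubation: 5 min RNA-compound premix plus 15 min binding step, 25 °C | Technique: FRET fluorescence readout | Benchmarks: DMSO low control, neomycin B high control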
MT1-MMP txn act: MT1-MMP promoter reporter activation – cell-based, luciferase luminescence, primary screen; activation factor at 10 µM; HT1080 MT1-MMP promoter luciferase reporter, overnight; stronger effect = higher value; 86,000 compounds, 0.16% hits;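 active = activation factor of at least 2 for MT1-MMP transcription at 10 µM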
PLAP activator: PLAP enzyme activators, biochemical, luminescence, HTS. 96,000 compounds, 1.2% hits. purified PLAP enzyme, luminescent substrate read-out; stronger effect = higher value. activation fold at 20 µM. Alkaline phosphatase, placental type (Homo sapiens), P05187; in the data active = activation fold above about 2
S1P2 blocker: human S1P2 receptor antagonists, primary screen, cell-based. Sphingosine 1-phosphate receptor 2 (Homo sapiens), O95136. cell-based S1P2 antagonist assay, inhibition at 5 uM. inhibition, % at 5 µM. 97,000 compounds, 0.21% hits. AID 736, 2007; in the data active = inhibition above about 45%;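 note: CRE beta-lactamase reporter cells expressing human S1P2 stimulated with S1P; 0% = agonist at EC80 alone and 100% = agonist plus reference antagonist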
Active calls of the source: *; . = not tested or not shown.

Molecule | EphB4 ephrin blk | PLK1 kinase inh | FAK inh | S1P2 ag | Plk1 PBD FP | Rev-RRE block | MT1-MMP txn act | PLAP activator | S1P2 blocker
COc1ccccc1CNC(=O)COC(=O)c1ccc(S(=O)(=O)N2CCCC2)cc1 | 6 | -10 | 9 | -7 | -8 | 1 | 1.1 | 1 | 12
CC(=O)Nc1cccc(NC(=O)c2cc(C)on2)c1 | -3 | -12 | 1 | -5 | 2 | 4 | 1.3 | . | -6
CC1c2[nH]c3ccccc3c2CCN1S(C)(=O)=O (stereo unspecified) | -4 | 45 | 1 | -3 | 1 | -1 | 1.1 | 1 | 7
COc1ccc2nc(NC(=O)C3CCN(S(=O)(=O)c4cccs4)CC3)sc2c1 | -6 | 6 | 3 | -6 | 1 | 8 | 0.9 | 1.4 | 1
CC(C)NC(=O)c1ccccc1NC(=O)CCS(=O)(=O)Cc1ccccc1 | -9 | -4 | 1 | -3 | -2 | -5 | 1.3 | 0.9 | 9
CCOC(=O)c1c(C)n(C)c2c(C)cc(O)c(OC(=O)CC)c12 | 1 | 3 | 2 | -4 | -41 | 3 | 1 | 0.9 | 3
Cn1c(=O)[nH]c(=O)c2c1nc(Sc1ncccn1)n2CCCc1ccccc1 | -3 | 0 | -3 | -6 | 0 | 4 | 1.2 | 1.5 | -10
CC1=C(C(=O)N(C)CCC#N)C2(CCCCC2)OC1=O | 11 | -6 | -9 | -1 | -21 | 3 | 1.1 | 1 | 10
CCOC(=O)c1ccc(NCc2nc3ccccc3n2C)cc1 | -7 | -14 | 1 | -5 | 16 | 8 | 1.6 | 1 | -12
CC(=O)NC(NC(=S)Nc1ccc(N=Nc2ccccc2C)cc1C)C(Cl)(Cl)Cl (stereo unspecified) | -3 | -14 | 3 | 1 | -22 | 13 | . | 0.9 | 19
COC(=O)C1=C(C)N(c2ccc(C)c(C)c2)/C(=C/c2cccs2)C1=O | 2 | -13 | -5 | -7 | -6 | 10 | . | 0.9 | -3
O=C(COC(=O)Cc1cn2ccsc2n1)NCc1ccc2c(c1)OCO2 | -8 | -3 | -5 | -6 | 6 | 2 | 1 | 1.1 | -2
O=C(CN1C(=O)COc2ccccc21)NCCCN1CCc2ccccc2C1 | 0 | -4 | 0 | -4 | -16 | 7 | 1.2 | 1.2 | 20
CCOc1ccccc1N1CCN(C(=O)c2c(C)noc2C)CC1 | 2 | -11 | 0 | 0 | 12 | 3 | 1 | 1.1 | 7
Cc1nc(SCC(=O)c2c[nH]c3ccccc23)n[nH]1 | -2 | -11 | 0 | 1 | -20 | 5 | 1 | 0.9 | -29
COc1ccc(/C=N/NC(=O)c2nc(Cl)c(Cl)c(N)c2Cl)cc1COc1ccccc1F | 6 | -15 | -3 | -3 | 12 | 0 | . | 0.9 | 7
Clc1ccc(SCc2cc(-c3ccc(Cl)cc3)on2)cc1 | 1 | -15 | -2 | -3 | 12 | 5 | . | 0.9 | -6
Clc1ccccc1-c1nc(-c2cccnc2)no1 | 6 | -10 | 2 | 0 | 14 | 6 | 0.8 | 0.9 | 23
O=c1c(-c2ccco2)[n+]([O-])c2ccccc2n1OCc1ccccn1 | -2 | -13 | -1 | -4 | -10 | 6 | 1.3 | 0.9 | -5
COc1ccc(N2CCN(C(=O)c3ccc4c(=O)n(CC5CCCO5)c(=O)[nH]c4c3)CC2)cc1 (stereo unspecified) | 0 | -1 | -4 | -12 | -10 | -1 | 1 | 1 | 7
Cc1ccc(-c2[nH]ncc2/C=C(\C#N)C(=O)NC2CCCCC2)cc1 | -8 | -4 | 9 | -4 | 16 | 12 | . | 1.6 | -9
CCC(CCC(=O)Nc1ccc(S(N)(=O)=O)cc1)C(=O)O (stereo unspecified) | 7 | -13 | -2 | -4 | -18 | 3 | 1.2 | 1 | -11
BrC(/C=N/Nc1nc(N2CCOCC2)nc(N2CCOCC2)n1)=C/c1ccccc1 | 6 | -7 | 6 | -4 | -8 | 5 | . | 1.4 | 22
COc1ccc(C(=O)COc2ccccc2N2C(=O)C3C4C=CC(C4)C3C2=O)cc1 (stereo unspecified) | -2 | -7 | 1 | -3 | 9 | 3 | 1.6 | 0.7 | -9
Cc1ccc2[nH]c(=O)c(CN(CCCN(C)C)C(=O)Nc3cccc(Cl)c3)cc2c1 | -7 | -10 | 0 | -2 | 4 | -2 | . | 1.5 | -11
CCOC(=O)c1ccc(NC(=O)NC2CC3CCC(C2)N3Cc2nnnn2C(C)(C)C)cc1 (stereo unspecified) | 1 | 0 | -5 | -4 | -4 | 0 | 1.1 | 1 | -3
COC(=O)c1ccc(NC(=O)CN2CCOCC2)cc1 | 6 | -6 | 7 | -5 | -28 | 6 | 1.2 | 1 | 7
CC(=O)Nc1ccc(C#Cc2ccc(NC(C)=O)cc2)cc1 | -3 | -14 | 4 | -2 | -2 | 3 | . | 1 | 11
N#C/C(=C\c1ccc(N2CCCC2)c([N+](=O)[O-])c1)c1nc2ccccc2[nH]1 | -7 | -20 | 13 | -1 | 15 | 37* | . | 0.9 | -4
Cc1c(Br)c([N+](=O)[O-])nn1CC(=O)NCc1cccs1 | 4 | -2 | 1 | -6 | -15 | 11 | . | 1 | 3

Part of the list above, showing only MT1-MMP txn act and PLAP activator.
structure | MT1-MMP txn act | PLAP activator
CCC(CCC(=O)Nc1ccc(S(N)(=O)=O)cc1)C(=O)O (stereo unspecified) | 1.2 | 1
BrC(/C=N/Nc1nc(N2CCOCC2)nc(N2CCOCC2)n1)=C/c1ccccc1 | . | 1.4
COc1ccc(C(=O)COc2ccccc2N2C(=O)C3C4C=CC(C4)C3C2=O)cc1 (stereo unspecified) | 1.6 | 0.7
Cc1ccc2[nH]c(=O)c(CN(CCCN(C)C)C(=O)Nc3cccc(Cl)c3)cc2c1 | . | 1.5

(further entries)
Molecule | EphB4 ephrin blk | PLK1 kinase inh | FAK inh | S1P2 ag | Plk1 PBD FP | Rev-RRE block | MT1-MMP txn act | PLAP activator | S1P2 blocker
COC(/C=C/Nc1ccc(Br)cc1)=C(C#N)C#N | -5 | -15 | -5 | -1 | 4 | -1 | . | 1 | 7
COc1cccc(-n2ccnc2SCC(=O)Nc2ccccc2)c1 | 3 | -13 | 6 | -5 | -16 | 8 | 1.2 | 0.9 | 21
COc1ccc(-c2nc(CS(=O)CC(=O)NCc3ccc4c(c3)OCO4)c(C)o2)cc1 (stereo unspecified) | -7 | -11 | 3 | -5 | 3 | 1 | 1.1 | 1.7 | -5
CC1N(C)c2cc(NC(=O)c3ccco3)ccc2C1(C)C (stereo unspecified) | -23 | 10 | 3 | 3 | 26 | -8 | 1.4 | 1 | -18
O=C(NCCO)NC(=S)c1ccccc1 | 2 | -3 | 2 | -3 | -12 | 12 | 1.2 | 1.1 | 0
COc1ccc(-n2ccc(-c3nn(-c4cccc(C(F)(F)F)c4)ccc3=O)n2)cc1 | 10 | 1 | -10 | 18* | 20 | 1 | . | 1.3 | -26
O=C(c1ccc(Cn2cc(Br)cn2)o1)N1N=C(C(F)F)CC1(O)C(F)F (stereo unspecified) | -1 | -13 | 3 | -3 | -12 | 0 | . | 2* | 1
Cc1ccc(Sc2c(C)[nH]n(C(C)(C)C)c2=O)cc1 | -5 | -11 | 1 | -3 | -9 | 4 | 1 | 0.8 | 9
CC(Sc1nc2ccccc2[nH]1)C(=O)Nc1ccc2c(c1)OCCO2 (stereo unspecified) | 1 | 4 | 7 | -6 | 4 | 7 | 1 | 1.4 | -1
O=c1c2ccccc2oc2nc3n(c(=O)c12)CCCS3 | 3 | -17 | 8 | -4 | -16 | 0 | 1.1 | 1 | 10
O=c1c2ccccc2c(-c2ccccc2)nn1Cc1ccc(Cl)cc1 | 0 | -11 | 0 | -3 | 6 | 13 | . | 0.9 | -21
CSc1nncc(/C(C)=N\Nc2ccccc2C)n1 | 9 | -9 | 0 | -2 | -25 | 6 | . | 0.7 | 4
CC(C)c1ccc(NS(=O)(=O)c2cn(C)c(=O)n(C)c2=O)cc1 | 1 | -12 | 2 | -6 | 1 | 1 | . | 1.4 | -8
Cn1c(NC(=O)c2ccccc2)c(-c2cccs2)c(=O)c2ccccc21 | 5 | 10 | 0 | -7 | -7 | 13 | 1 | 0.8 | 17
CCn1c(=O)n(CC)c2cc(S(=O)(=O)N3CCOCC3)ccc21 | 2 | -14 | 1 | -3 | -11 | 4 | 1 | 1.1 | -14
O=C(CSc1nc2ccccc2c(=O)n1CC1CCCO1)NCC1CCCO1 (stereo unspecified) | 4 | -2 | -5 | -8 | 6 | 0 | 1.2 | 1.1 | -2
OCCN1CCOCCOCCN(CCO)CCN(CCO)CC1 | -2 | 0 | -5 | -3 | 6 | -2 | 1.1 | 1.4 | -20
O=c1c(-c2ccc3c(c2)OCCO3)c(C(F)(F)F)oc2cc(O)cc(O)c12 | 5 | 3 | -1 | -7 | 11 | 2 | 1.1 | 1.2 | -8
Cc1ccc(Cn2nnc3c(=O)[nH]c(C4CCN(S(=O)(=O)c5ccccc5)CC4)nc32)cc1 | 4 | 3 | -2 | -6 | -9 | 2 | 1.1 | 1.4 | 16
Cc1ccccc1Nc1c(N)c(=O)oc2ccccc12 | 0 | -8 | -2 | -5 | -5 | -3 | . | 0.6 | -25
COc1ccc(-c2nnc(SCC(=O)NCc3cccs3)n2C(C)C)cc1 | 3 | -7 | 1 | -5 | 0 | 4 | 1.1 | 1.2 | -1
CCOC(=O)N1CCN(C(=O)c2ccc3c(c2)N(Cc2ccc(C)cc2)CCS3)CC1 | 2 | -11 | -1 | -4 | -3 | 3 | 1.1 | 1.7 | -6
Cc1ccc(N(Cc2ccc(C(=O)Nc3ccccc3C(=O)NCc3ccco3)cc2)S(C)(=O)=O)cc1C | 3 | -15 | 1 | -6 | 4 | 9 | 1.1 | 1.4 | 30
CCOc1ccccc1C(=O)OCC(=O)Nc1ccc(N2CCCCC2)cc1 | 6 | -11 | -1 | -2 | -10 | 0 | . | 1.6 | 0
O=C(NC1CCCCC1)C(c1ccncc1)N(C(=O)Cn1nnc(-c2cccs2)n1)C1CCCC1 (stereo unspecified) | 0 | -17 | -1 | -5 | 22 | 2 | 1.3 | . | 5
CCS(=O)(=O)Nc1c(C(=O)OC)[nH]c2ccccc12 | 2 | 7 | -10 | -9 | -19 | 14 | 1.3 | 1.1 | 1
CC(OC(=O)c1cc2sccc2n1C)C(=O)NCC1CCCO1 (stereo unspecified) | -3 | -10 | -3 | -8 | -8 | 3 | 1 | 1.1 | 2
CCC(CCC(=O)Nc1cccc(C(=O)O)c1)C(=O)O (stereo unspecified) | 4 | -10 | -1 | -2 | 3 | 6 | 1.2 | . | -16
Cc1cc(Oc2ccccc2)nc(-c2ccccc2O)n1 | 5 | -10 | 2 | -8 | 3 | 16 | 1.2 | 0.8 | -16
CCOC(=O)c1c(N)c(C#N)nn1-c1ccccc1C(=O)OC | 3 | -12 | -1 | -2 | 0 | 3 | 1.1 | 0.8 | -4
Nc1cc(-c2ccccc2)nn1Cc1ccc(Cl)cc1 | -8 | -11 | -8 | -11 | 30 | 2 | . | 0.9 | -14
